GRK2 aptamer HTS: compounds blocking aptamer binding on GRK2 – biochemical, human GRK2, bead flow cytometry, HTS, primary screen; Beta-adrenergic receptor kinase 1 (Homo sapiens), P25098; FAM-aptamer displacement from GRK2; inhibition of aptamer binding, % at 10 µM; 330,000 compounds, 0.59% hits; AID 488847, 2010;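 active = inhibition of aptamer binding above 40%, roughly 3 SD of noise, on plates passing a quality check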;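 note: median bead fluorescence of bound FAM aptamer so fluorescent compounds give negative values; no value below 0 was filed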
VLA-4 inh: inhibition in human VLA-4 binding assay, primary screen, VLA-4 allosteric modulator project, MLPCN library, flow cytometry, VLA-4 expressing cells; inhibition, % (about 7 µM as worked out from the volumes in the protocol); ligand binding flow cytometry; AID 2557, 2010; 330,000 compounds, 0.2% hits; Integrin alpha-4 (Homo sapiens), P13612; in the data active = inhibition above about 50%
JMJD2C inh: inhibitors of GASC-1 histone demethylase, primary screen, biochemical, fluorescence, DELFIA europium; Lysine-specific demethylase 4C (Homo sapiens), Q9H3R0; GST-JMJD2C(1-420) H3K9me3 demethylation; inhibition, % at 2.35 µM; 330,000 compounds, 0.069% hits; AID 2099, 2009;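 active = more than half of a compound's replicate wells show inhibition beyond 50%, single wells judged on their own value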;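 note: signal counts dimethyl H3K9 product captured on neutravidin plate; 0% = median of DMSO wells and 100% = 0.3 times that DMSO median; strong numbers were not always called active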
Starred values were filed as active, the others as inactive; / = not tested or not shown. The list is partial; rates above refer to the full screens.

SMILES	GRK2 aptamer HTS	VLA-4 inh	JMJD2C inh
N#Cc1ccc(C(c2ccc(C#N)cc2)n2cncn2)cc1	/	/	-20
Nc1nc(O)c(N=Nc2ccc(S(N)(=O)=O)cc2)c(=O)[nH]1	44*	-17	2

Compound activity deposited in PubChem BioAssay by several laboratories.
